PI5P4K alpha inh – blocks human PI5P4K alpha kinase activity; P48426; PI5P4Kalpha enzyme, ADP-Glo luminescence, 60 min; stronger effect = lower value; max response, %; 330,000 compounds, 1.2% hits; active = max response of -50% or lower; inconclusive = between -30% and -50%; inactive = -30% or higher; note: value at the top dose of about 77 µM; % is set by controls: 0 for no effect and ±100 for the full control effect
Target sequence (P48426 whole entry, looked up): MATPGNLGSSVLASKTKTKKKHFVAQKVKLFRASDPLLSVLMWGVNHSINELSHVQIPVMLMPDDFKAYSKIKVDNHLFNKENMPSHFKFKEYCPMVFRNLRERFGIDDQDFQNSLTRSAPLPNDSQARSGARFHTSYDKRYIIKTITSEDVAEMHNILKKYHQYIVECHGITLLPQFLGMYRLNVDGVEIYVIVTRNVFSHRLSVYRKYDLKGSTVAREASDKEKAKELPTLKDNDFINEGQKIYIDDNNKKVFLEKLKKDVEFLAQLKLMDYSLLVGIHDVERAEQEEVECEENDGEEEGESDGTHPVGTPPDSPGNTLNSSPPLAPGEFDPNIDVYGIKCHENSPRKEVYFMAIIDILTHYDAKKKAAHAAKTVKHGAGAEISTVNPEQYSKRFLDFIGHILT
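Quantitative HTS of the MLSMR library against PI5P4Kalpha with substrate. ATP added last at 5 microM final; room temperature, 60 minutes. Remaining ATP depleted, ADP converted and read as luminescence.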
EPAC1 antag – EPAC1 (human) antagonism | 360,000 compounds, 0.14% hits | Potency, µM (titrated, usually from 115 µM), for inactives: at the top dose activity change, negative = inhibition, usual class: inhibitors | O95398 | EPAC1 GEF assay, Rap1b-BODIPY-GDP exchange fluorescence;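 note: potency is the fitted concentration of half-maximal effect; plate controls were vehicle for no effect and positive control for full effect; nearly all actives have a fitted effect of over 50% in size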
GLP1R cytotox – cytotoxicity in counter-screen for GLP-1R inverse agonists. HEK293 cAMP-luciferase reporter cells, luminescence, 24 h. Potency, µM (top dose mostly 38.3 µM), for the others: at the top dose activity change, negative = inhibition, actives largely listed as inhibitors. 410,000 compounds, 0.13% hits;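 note: loss of luciferase light is scored as toxicity; potency is the fitted concentration of half-maximal effect; % is set by controls: 0 for no effect and ±100 for the full control effect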
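To flag toxic compounds, the library was rerun on cells for 24 hr at 37 deg C and 5% CO2. Viability-linked luminescence was captured 12 min after adding luciferase detection reagent.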
GLP1R ag – activates the human GLP-1 receptor; P43220; HEK293 GLP-1R CRE-luciferase, luminescence, 4-6 h; cells express a hypersensitive GLP-1R form; Potency, µM (highest dose often 45.6 µM), without a hit: top-dose activation, hits mostly activators; 380,000 compounds, 0.007% hits; AID 624172; note: potency is the fitted concentration of half-maximal effect; % of control where 0% means no effect
IL2 activator – IL-2 activation | IL-2 activation reporter assay, cell-based qHTS; stimulated with anti-CD3/CD4/CD28 beads; in transgenic mouse T cells | activation, % (series mostly up to about 46 µM) | 360,000 compounds, 0.065% hits | AID 652025; in the data active = activation above about 50%; inconclusive = mostly about 30% to 49%; note: 0% is about no effect
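Quantitative HTS in unstimulated transgenic mouse T cells, with memory T cells as non-tolerant control and PMA/ionomycin as tolerance-bypass control. Compound pretreatment lasted 60 minutes before 18 h bead stimulation; EGFP/DsRed fluorescence read.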
GLP-1R inv ag – GLP-1 receptor (human) inverse agonism | P43220 | HEK293 GLP-1R CRE-luciferase, luminescence, 24 h; GLP-1R form is constitutively active | Potency, µM (series often up to 38.3 µM), inactives show at the top dose activity change, negative = inhibition, hits mostly inhibitors | 410,000 compounds, 1.6% hits | AID 624417; note: potency is the fitted concentration of half-maximal effect; % is set by controls: 0 for no effect and ±100 for the full control effect; nearly all actives have a fitted effect of over 55% in size
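Assay principle: reduced luminescence from a cAMP-responsive reporter in HEK293 cells co-expressing a constitutively active GLP-1R. Conditions: 24 hr compound incubation, 37 deg C, 5% CO2.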
EPAC1 agonist – agonists of human EPAC1; O95398; EPAC1 agonist qHTS, biochemical assay; response scale: 100% = response to 6.5 mM cAMP; Potency, µM (top dose mostly 154 µM), for the others: at the highest dose activation, most hits filed as activators; 360,000 compounds, 0.073% hits; note: potency is the fitted concentration of half-maximal effect; nearly all actives have a fitted effect of over 60% in size
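Nucleotide exchange by EPAC1 (100 nM) on Rap1B–BODIPY-GDP (250 nM) in the presence of 50 uM GDP is tracked fluorescently at 480/540 nm over 30 min. Signals are normalized to a 6.5 mM cAMP control.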
PTHR1 ag – activates the human parathyroid hormone receptor PTHR1; HEK293 GP2 PTHR1 cells, GloSensor cAMP luminescence, 1 h; Potency, µM (series often up to 115 µM), without a hit: at the highest dose activation, most hits filed as activators; 410,000 compounds, 0.075% hits; AID 743266; note: potency is the fitted concentration of half-maximal effect; nearly all actives have a fitted effect of over 55% in size; some results filed as inactive show a strong effect at the top dose; inactives centre near -15; many of its hits are not listed in these tables
Target sequence (Q03431 whole entry, looked up): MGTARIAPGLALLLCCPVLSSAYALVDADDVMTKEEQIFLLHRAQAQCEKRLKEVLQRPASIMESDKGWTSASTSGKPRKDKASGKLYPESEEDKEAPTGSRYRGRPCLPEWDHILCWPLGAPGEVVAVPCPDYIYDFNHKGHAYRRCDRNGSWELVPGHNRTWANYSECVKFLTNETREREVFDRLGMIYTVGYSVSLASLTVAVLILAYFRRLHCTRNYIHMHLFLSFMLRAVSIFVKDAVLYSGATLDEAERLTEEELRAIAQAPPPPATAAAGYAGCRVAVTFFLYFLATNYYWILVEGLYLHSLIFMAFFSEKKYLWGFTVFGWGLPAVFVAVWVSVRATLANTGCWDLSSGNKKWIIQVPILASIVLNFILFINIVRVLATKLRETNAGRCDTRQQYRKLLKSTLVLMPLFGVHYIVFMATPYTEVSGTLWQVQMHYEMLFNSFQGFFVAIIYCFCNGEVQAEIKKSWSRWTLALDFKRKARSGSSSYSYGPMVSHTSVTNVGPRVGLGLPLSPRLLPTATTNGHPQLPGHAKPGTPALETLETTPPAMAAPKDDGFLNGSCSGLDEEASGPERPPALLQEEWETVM
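HEK-293-derived GP2 cells expressing PTHR1 and a GloSensor cAMP reporter, 3,000/well, plated overnight, given luciferin plus IBMX (each 0.5 mM as added) for 1 h at 37 °C, then compound for 1 h at 37 °C. Luminescence was read after 15 min at room temperature.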
PLK1 PBD block – inhibitors of human PLK1 polo-box domain binding; P53350; Plk1 PBD binding of FITC phosphopeptide, fluorescence polarization; Potency, µM, without a hit: max response, negative = inhibition, hits mostly inhibitors; 360,000 compounds, 2.8% hits; AID 720504; note: potency is the fitted concentration of half-maximal effect; series mostly up to about 57 µM; % is set by controls: 0 for no effect and ±100 for the full control effect; nearly all actives have a fitted effect of over 65% in size
Active calls of the source: *; i = inactive; ? = inconclusive; . = not tested or not shown; [ ] = another dose, or the depositor's remark. Unless noted, calls come from the whole dose curve; as a rule, active = well fitted curve in the direction sought with a large enough effect; inconclusive = small, poorly fitted or top-dose-only effect, or another doubt; inactive = no such curve, though single readings can be large; an effect the other way counts as inactive or inconclusive. Some of the compounds tested (hit frequency here may not be typical).

SMILES	PI5P4K alpha inh	EPAC1 antag	GLP1R cytotox	GLP1R ag	IL2 activator	GLP-1R inv ag	EPAC1 agonist	PTHR1 ag	PLK1 PBD block
Cc1c(C(=O)N2CCOCC2)c(S(=O)(=O)Nc2ccc(Br)cc2F)c(C)n1C	-16	-19%	5%	2%	-2.5	-5%	-10%	i	27µM*
CCOC(=O)c1c(C)[nH]c(C)c1S(=O)(=O)Nc1ccc(CN2CCCCC2)cc1	-7	-4%	1%	9%	-3.0	-19%	-10%	i	-1%
O=C(O)C1C(c2ccccc2)C(C(=O)Oc2ccc(O)cc2)C1c1ccccc1 (stereo not drawn)	.	2%	5%	-7%	-0.2	19%	6%	i	-9%
CC(=O)Nc1ccc(NC(=O)C2CCN(C(=O)NC3CCCCC3)CC2)cc1	0	2%	12%	6%	0.1	-1%	0%	-4%	2%
O=C(CN1CCN(c2ccccn2)CC1)Nc1cccc(S(=O)(=O)N2CCCC2)c1	2	-9%	-16%	-14%	-0.3	-33%	5%	-4%	-12%
O=C(CN1CCN(CC(=O)Nc2ccc3c(c2)OC2(CCCCC2)O3)CC1)Nc1cccc(F)c1	3	5%	?	-7%	-4.4	10µM*	11%	i	2%
CCOC(=O)c1c(C)n(-c2ccc(F)cc2)c2ccc(O)cc12	1	8%	-5%	13%	-3.5	3%	18%	-21%	1%
C[C@@H]1CN([C@H](C)CO)C(=O)CCCn2nncc2CO[C@H]1CN(C)C(=O)c1ccc2ccn(C)c2c1	7	-5%	3%	0%	0.3	-22%	2%	-4%	-18%
CCc1cc(=O)oc2cc(OCC(=O)NCc3ccccn3)ccc12	-15	-17%	-4%	2%	-2.6	20%	2%	-19%	27µM*
CC(C)N(Cc1nc(-c2ccccc2)no1)C(=O)c1ccc(Cl)cc1	13	-17%	1%	1%	-1.9	11µM*	1%	-42%[inhibitor]	-7%
COc1cccc(Nc2nc(-c3cccc(N4C(=O)c5ccccc5C4=O)c3)cs2)c1	1	4%	4%	3%	-1.2	?	3%	-7%	?
CCOC(=O)c1cc2cc(OC)ccc2n1C1CCN(C)CC1	1	-3%	3%	-6%	-0.5	-8%	7%	-19%	-5%

Gathered by group: the compounds so far with fluorine (3)
SMILES	PI5P4K alpha inh	EPAC1 antag	GLP1R cytotox	GLP1R ag	IL2 activator	GLP-1R inv ag	EPAC1 agonist	PTHR1 ag	PLK1 PBD block
Cc1c(C(=O)N2CCOCC2)c(S(=O)(=O)Nc2ccc(Br)cc2F)c(C)n1C	-16	-19%	5%	2%	-2.5	-5%	-10%	i	27µM*
O=C(CN1CCN(CC(=O)Nc2ccc3c(c2)OC2(CCCCC2)O3)CC1)Nc1cccc(F)c1	3	5%	?	-7%	-4.4	10µM*	11%	i	2%
CCOC(=O)c1c(C)n(-c2ccc(F)cc2)c2ccc(O)cc12	1	8%	-5%	13%	-3.5	3%	18%	-21%	1%

Additional compounds:
SMILES	PI5P4K alpha inh	EPAC1 antag	GLP1R cytotox	GLP1R ag	IL2 activator	GLP-1R inv ag	EPAC1 agonist	PTHR1 ag	PLK1 PBD block
O=C(Nc1nc2c(Br)cc(Br)cc2c(=O)s1)c1ccco1	-19	21%	-20%	5%	2.4	-1%	2%	i	-7%
CC1=NC(C)(C)Cc2c(C)cccc21	0	5%	-5%	0%	-0.3	12%	1%	-3%	2%
COc1ccc(CC(=O)NNC(=O)c2ccoc2C)cc1OC	.	-9%	20%	1%	-1.3	0%	2%	-1%	-8%
Cc1ccc(C(=O)Oc2ccc(Cl)c3cccnc23)cc1[N+](=O)[O-]	17	-11%	?	-6%	-0.6	?	2%	i	-7%
Fc1ccc(COc2ccc(C(=S)N3CCCC3)cc2)cc1	1	-7%	4%	23%	0.1	?	12%	-16%	-1%
CCOc1ccc2nc(SCC(=O)c3cccs3)sc2c1	0	-17%	-6%	12%	-2.5	?	7%	-10%[57.5 µM]	?
O=C(NCC1CC1)C1Cc2c(-c3ccc(Cl)cc3)ccnc2O1 (stereo not drawn)	-2	-12%	-5%	9%	1.1	-16%	5%	-15%	-2%
CCN1CCN(c2ccc(S(=O)(=O)N3CCCCC3)cc2NC(=O)Cc2ccc(Cl)c(Cl)c2)CC1	-5	4%	?	-6%	-5.1	?	9%	i	-2%
COc1ccc(C)cc1NC(=O)C(Sc1nnc(Nc2ccccc2F)s1)c1ccccc1 (stereo not drawn)	3	-12%	-4%	-9%	-1.2	?	6%	-39%[inhibitor]	-11%
CC(=O)c1cccc(NC(=O)N2CCc3ccccc3C2)c1	.	6%	1%	25%	0.1	0%	2%	i	-8%
COc1cc(CN/C(C)=C(\C#N)C(N)=O)cc(OC)c1OC	.	1%	-8%	0%	-1.2	-2%	9%	-6%[57.5 µM]	-2%
CC(C(=O)NCCCc1ccccc1)c1ccc([N+](=O)[O-])cc1 (stereo not drawn)	1	8%	12%	7%	-1.1	-22%	5%	i	-20%
Cc1cccc(NS(=O)(=O)c2cccc(C(=O)N3CCC3)c2)c1	0	-1%	1%	1%	-0.5	1%	0%	-51%[inhibitor]	-2%
Cc1ccc(-n2c(-c3ccc(Cl)cc3)n[nH]c2=S)cc1	-3	?	-12%	6%	-0.7	-1%	8%	0%	-22%
CN(C)c1nc(=NCc2cccs2)ss1	-1	-3%	?	1%	-0.3	?	0%	-4%	5.3µM*
CCOc1ccc(NC(=O)C(=O)NCCCn2ccnc2)cc1	.	14%	3%	-2%	-0.9	0%	-3%	19%[57.5 µM]	-3%
COc1cc(OC)cc(-c2cc3nc(C)c(CCC(=O)Nc4ccccc4OC)c(C)n3n2)c1	.	.	3%	-6%	.	-6%	.	i	.
COC(=O)c1cc(NC(=O)Nc2cc(OC)ccc2OC)cc(C(=O)OC)c1	0	-18%	-2%	-4%	1.0	1%	15%	-26%	2%
O=C(CSc1nnc(CNC(=O)c2cccs2)o1)Nc1ccc(Cl)cc1	4	6%	-18%	3%	-1.5	7%	-7%	-11%	-12%
CCOc1ccc(NC(=S)NCC(c2cccnc2)N2CCOCC2)cc1 (stereo not drawn)	2	6%	-10%	1%	-0.8	31%[activator]	1%	i	27µM*
c1cncc(CN=C2Nc3ccccc3CS2)c1	2	-9%	-3%	8%	0.3	16%	2%	i	-8%
Fc1cccc(NCc2cn3ccccc3n2)c1	.	4%	13%	-2%	-1.1	7%	-5%	-60%[inhibitor][57.5 µM]	-20%
CCOC(=O)c1ccc(NC(=O)C2CCCN(c3ccc(Sc4ccc(C)cc4)nn3)C2)cc1 (stereo not drawn)	.	.	12%	0%	.	-12%	.	i	.
CCOC(=O)CC1=Nc2ccccc2NC(=O)C1	.	15%	-5%	0%	-1.9	-3%	-1%	i	1%
N#Cc1c(-c2ccco2)ccn(Cc2ccc(F)cc2)c1=O	4	?	7%	10%	-0.4	5%	-4%	-9%	-16%
Cc1sc2ncnc(Nc3ccc(N4CCOCC4)cc3)c2c1-c1ccccc1	-18	-3%	2%	-3%	-2.7	-6%	5%	i	-2%
CN(C(=O)c1sc2nc(N3CCOCC3)c3c(c2c1N)CCCC3)c1ccccc1	-2	-16%	-29%	14%	1.2	?	4%	-16%	-9%
CCOc1ccc(NC(=O)c2ccc(NC(=O)CN3C(=O)C(=O)N(CC(C)C)C3=O)cc2)cc1	-2	14%	6%	4%	-0.3	7%	-2%	-22%	-5%
COc1ccc(CC(=O)OCc2cc(=O)n3cc(Br)ccc3n2)cc1OC	-1	12%	-5%	3%	-6.2	10%	-5%	-2%	-7%
CC(=O)N1CCCc2cc(S(=O)(=O)Nc3ccccc3C)ccc21	2	-2%	2%	-5%	1.5	2%	-3%	i	-4%
O=C(NCc1nnc(SCC(=O)N2CCN(c3ccccc3)CC2)o1)c1ccccc1	-3	-3%	4%	1%	-1.2	3%	-1%	-14%	0%
CCOC(=O)C1CCN(Cc2cn[nH]c2-c2ccccc2)CC1	.	11%	-4%	1%	5.1	-7%	-1%	i	-5%
COc1ccc(-c2nc3cc(C)c(Br)c(C)n3c2Cc2ccccc2)cc1OC	25	2%	1%	-1%	0.2	?	-3%	-15%	1%
CC(C)NC(=O)c1cc(C(=O)c2cc(Cl)ccc2O)coc1=N	-1	-19%	12%	1%	0.3	-6%	3%	i	-9%
O=C(/C=C/c1ccccc1)NC(NC(=S)Nc1ccc(C(=O)O)cc1)C(Cl)(Cl)Cl (stereo not drawn)	-10	10%	0%	-5%	1.6	0%	-7%	-3%	-24%
COc1ccccc1C(=O)n1nc(-c2ccco2)nc1N	0	5%	-1%	-8%	-2.8	0%	5%	i	-3%
COc1ccc2c(c1)C(c1ccc([N+](=O)[O-])cc1)=NNC(c1ccco1)=N2	.	-2%	-38%	7%	-1.0	-22%	15%	10%[57.5 µM]	1%
CN(Cc1ccccc1)C(=O)CN1C(=O)NC2(CCCc3sccc32)C1=O (stereo not drawn)	-2	12%	-10%	-6%	-3.3	-1%	-10%	-34%[inhibitor]	-4%
Nc1cccc2c1C(=O)N(Cc1nnc(-c3ccccc3Br)o1)C2=O	-7	-23%	.	18%	-0.4	42%[activator]	4%	-5%	-18%
CC(C)n1nnnc1SCC(=O)NCc1ccco1	1	-5%	4%	0%	0.3	13%	-2%	i	-13%
Cc1cc(=O)[nH]c(SCC(=O)Nc2c(C)n(C)n(-c3ccccc3)c2=O)n1	0	18%	11%	-10%	0.2	19%	5%	i	-4%
Brc1cc(-c2ccccc2)nc(-c2ccccc2)n1	31	1%	?	6%	-5.1	-3%	-2%	i	2%
CCC(=O)Nc1cccc(C(=O)/C=C/c2cccs2)c1	7	-6%	-11%	0%	-2.7	?	2%	-33%[inhibitor]	-6%
COc1cccc(/C=C/C(=O)OCC(=O)c2ccc3c(c2)NC(=O)CO3)c1	-1	9%	-26%	-4%	6.2	-15%	2%	-75%[inhibitor]	-12%
CN(C(=O)c1ccc2c(=O)n3c(nc2c1)CCCCC3)c1cccc(Cl)c1	0	?	2%	23%	0.4	?	-3%	-18%	-4%
CCC(=O)Nc1ccccc1C(=O)OCC(=O)c1ccccc1	15	4%	-11%	0%	0.1	-2%	-2%	-9%	1%

Assay outcomes: PubChem BioAssay, National Center for Advancing Translational Sciences (NCATS)
